# Bioassay records (PubChem BioAssay)
# GSH fluor – compound fluoresces at 488/530 nm on GSH beads. GSH beads flow cytometry, compound fluorescence 488/530 nm; active compounds read high. fluorescence (KMESF) at 10 µM. 0.25% of 190,000 active. AID 1776; in the data active = fluorescence above about 89;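 also: glutathione beads carrying GST-tagged Bcl family fusion proteins plus one bare bead set; values are compound well signal with DMSO vehicle wells as background; inactives centre near 16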
# Bim-Bcl-XL – disrupts Bim peptide binding to human Bcl-XL; 0.04% of 190,000 active; AID 1007; bead flow cytometry, fluorescence; inhibition, % at 10 µM
# ABCB1 inh – blocks JC-1 efflux by human ABCB1 transporter. 0.067% of 190,000 active. AID 1326. inhibition, % at 6.6 µM. CCRF-Adr cells, flow cytometry. P08183; in the data active = inhibition above about 40%;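 also: 0% = vehicle and 100% = reference inhibitor; higher value means more JC-1 retained so stronger ABCB1 efflux block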
# Bfl-1 Bim block – disrupts Bim binding to human Bfl-1; AID 1008; Bead-based flow cytometry, Bim-Bfl-1 binding inhibition; inhibition, % at 10 µM; Q16548; 0.12% of 190,000 active;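 also: 0% = wells without compound plus tracer and 100% = blocker peptide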
# RGS7-Gao – human RGS7-Galphao interaction regulation; P09471; Multiplexed bead flow cytometry, RGS7-Galphao binding; actives lie on both sides; binding response (% of control), % at 10 µM; 0.35% of 220,000 active; AID 1439; in the data active = binding response below about 49% or above about 150%; inconclusive = no clear call, values can overlap the other calls; inactive = in between;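 also: fluorescent Galphao held in activated GDP-AlF4 state binding bead-coupled RGS7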
# Bcl-2 Bim block – human Bim-Bcl-2 interaction inhibition | P10415 | 0.06% of 190,000 active | Bead-based flow cytometry, Bim peptide-Bcl-2 binding | inhibition, % at 10 µM; in the data active = inhibition above about 40%; inconclusive = no clear call, values can overlap the other calls;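 also: 0% = no compound wells with probe peptide and 100% = reference peptide inhibitor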
# Target sequence (P10415 whole entry, looked up): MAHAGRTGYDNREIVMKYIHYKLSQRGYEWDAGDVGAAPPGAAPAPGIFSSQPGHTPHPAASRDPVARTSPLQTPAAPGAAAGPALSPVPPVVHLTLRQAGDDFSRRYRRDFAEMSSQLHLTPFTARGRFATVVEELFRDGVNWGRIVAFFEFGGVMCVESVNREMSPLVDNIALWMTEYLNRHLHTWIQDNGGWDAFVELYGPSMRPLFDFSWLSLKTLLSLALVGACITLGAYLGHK
# Bcl-W Bim block – human Bim-Bcl-W interaction inhibition; 0.02% of 190,000 active; AID 952; bead-based flow cytometry, Bim peptide-Bcl-W binding; Q92843; inhibition, % at 10 µM;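 also: 0% = bound tracer without compound and 100% = peptide blocker; higher means less fluorescent Bim peptide bound to Bcl-W beads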
# ABCG2 block – blocks JC-1 efflux by human ABCG2 transporter | AID 1325 | inhibition, % at 6.6 µM | 0.1% of 190,000 active | IgMXP3 cells, flow cytometry;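 active = inhibition above 80%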;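 also: 0% = DMSO and 100% = nicardipine control wells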
# Target sequence (Q9UNQ0 whole entry, looked up): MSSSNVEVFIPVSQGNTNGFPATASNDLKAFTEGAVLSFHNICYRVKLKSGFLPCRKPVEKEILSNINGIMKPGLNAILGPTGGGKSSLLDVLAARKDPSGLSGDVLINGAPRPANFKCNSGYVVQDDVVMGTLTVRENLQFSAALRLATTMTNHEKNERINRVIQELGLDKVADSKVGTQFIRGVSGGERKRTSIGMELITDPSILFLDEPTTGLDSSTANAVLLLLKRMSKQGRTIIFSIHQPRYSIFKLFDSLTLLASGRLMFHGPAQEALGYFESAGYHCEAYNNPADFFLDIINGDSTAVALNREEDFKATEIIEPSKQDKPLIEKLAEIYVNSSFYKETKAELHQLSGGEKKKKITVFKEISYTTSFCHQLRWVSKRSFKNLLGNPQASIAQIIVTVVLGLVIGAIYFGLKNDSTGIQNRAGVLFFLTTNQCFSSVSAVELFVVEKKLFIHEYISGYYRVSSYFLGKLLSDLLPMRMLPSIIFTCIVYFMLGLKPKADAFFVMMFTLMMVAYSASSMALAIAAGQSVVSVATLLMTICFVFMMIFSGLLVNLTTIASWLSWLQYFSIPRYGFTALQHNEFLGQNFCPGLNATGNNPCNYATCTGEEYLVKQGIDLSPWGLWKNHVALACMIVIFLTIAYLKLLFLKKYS
#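 Test system: IgMXP3 (ABCG2) plus far-red-tagged CCRF-Adr (ABCB1) cells. Reagent: JC-1 dye as substrate. Timing: 10 min exposure at 25 °C with rotation, no wash. Measured by: flow cytometric JC-1 green MFI at 530 nm. Read-out: percent efflux inhibition, scaled nicardipine 100% to DMSO 0%. Control set: nicardipine and DMSO wells.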
# Bim-Bcl-B – inhibitors of Bim-Bcl-B interaction, human; bead-based flow cytometry, Bim peptide-Bcl-B binding; inhibition, % at 10 µM; 0.073% of 190,000 active;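 also: 0% = tracer peptide without compound and 100% = reference inhibitor peptide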
# Target sequence (Q9HD36 whole entry, looked up): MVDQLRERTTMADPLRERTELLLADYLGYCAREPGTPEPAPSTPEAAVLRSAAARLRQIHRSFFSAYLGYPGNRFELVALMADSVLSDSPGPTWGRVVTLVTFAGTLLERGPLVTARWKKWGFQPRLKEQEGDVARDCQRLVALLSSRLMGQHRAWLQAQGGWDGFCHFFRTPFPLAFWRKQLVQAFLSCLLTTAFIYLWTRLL
# RGS8-Gao – regulators of human RGS8-Galphao interaction | multiplexed bead flow cytometry, RGS8-Galphao binding; actives lie on both sides | P09471 | 0.34% of 220,000 active | response (percent of control binding), % at 10 µM; in the data active = response below about 60% or above about 140%; inactive = in between;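 also: Galphao activated as the GDP aluminium fluoride complex binding bead-coupled RGS8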
# RGS4-Gao reg – modulates binding of RGS4 to human Galphao; P09471; Multiplexed bead flow cytometry; actives lie on both sides; binding response (% of control), % at 10 µM; 0.33% of 220,000 active; in the data active = binding response below about 49% or above about 150%; inactive = in between;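 also: fluorescent Galphao activated with aluminum fluoride binding bead-coupled RGS4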
# * marks the source's active call; other numbers are inactive results; ? = inconclusive; nt = not tested or not shown. Rule as the data show it, unless noted: active = inhibition above about 40%.
no.	SMILES	GSH fluor	Bim-Bcl-XL	ABCB1 inh	Bfl-1 Bim block	RGS7-Gao	Bcl-2 Bim block	Bcl-W Bim block	ABCG2 block	Bim-Bcl-B	RGS8-Gao	RGS4-Gao reg
1	CCN1C=C(Cc2ccc(F)cc2)C2=C(C1)C(c1ccc(F)cc1)C(C#N)=C(N)O2 (configuration not stated)	4	0	0.4	3	88	6	7	1	-2	84	90
2	CCOC(=O)c1sc(NC(=O)c2cc(-c3ccccc3C)nc3ccccc23)c(C#N)c1C	27	-8	0.5	3	114	-8	0	1	-17	97	106
3	CCOC(=O)c1c(C)[nH]c(C(=O)COC(=O)/C=C/c2ccc(O)c(OC)c2)c1C	7	0	1.1	0	101	2	0	10	3	95	100
4	C/C(=C1/SC(N2CC(C)OC(C)C2)=NC1=O)c1ccccc1 (configuration not stated)	8	-8	0.9	-5	108	-3	-3	4	-4	101	101
5	C/C(=N\OC(=O)c1ccc(F)cc1)c1nccs1	24	0	0.0	-1	100	-4	1	1	0	101	102
6	CC(c1ccccc1F)n1cc(C(=O)NCCCc2nc3ccccc3[nH]2)nn1 (configuration not stated)	18	0	0.2	-3	101	-2	1	1	-1	106	104
7	CCC(=O)Nc1nc2ccccc2n1CCN(C)C	36	2	-2.3	-10	101	-7	0	-3	-8	101	105
8	CC(C)=C1C2CCC1C1C(=O)N(NC(=O)c3ccco3)C(=O)C21 (configuration not stated)	10	-12	0.5	-5	101	-1	-6	2	-5	103	104
9	Nc1ncnc2nc(Sc3ccc(Cl)cc3)[nH]c12	13	17	5.6	13	99	11	18	10	11	98	100
10	COC(C(=O)Nc1ccc(F)cc1F)c1ccccc1 (configuration not stated)	42	-2	0.1	-9	95	-9	4	0	-7	101	100
11	COc1cc(NC(=O)c2cccnc2SC)cc(OC)c1OC	12	4	0.9	-2	?	3	6	16	2	98	98
12	COc1ccc(C2=NN3C(=O)c4c(ccc(OC)c4OC)C3C2)cc1 (configuration not stated)	56	4	0.1	-6	103	-7	2	2	-7	101	100
13	O=C(CN1C(=O)NC2(CCCC2)C1=O)Nc1ccc(F)c(F)c1F	17	-1	nt	-12	101	-2	2	nt	-5	102	102
14	CC(=O)OC(C(=O)NCc1ccc2c(c1)OCO2)c1ccccc1Cl (configuration not stated)	13	1	0.4	0	109	-5	-2	0	-3	108	103
15	COc1ccc(C)cc1NC(=O)C1CC(=O)N(CCc2ccccc2)C1 (configuration not stated)	16	3	1.4	9	94	2	4	8	5	98	97
16	CCCSC1=C(C#N)C(c2cc(OC)ccc2OC)CC(=O)N1 (configuration not stated)	14	-6	1.2	-11	102	-6	-4	11	-10	103	101
17	NS(=O)(=O)c1ccc(CCNC(=O)c2ccccc2F)cc1	28	7	0.3	-10	96	-9	0	-1	-6	99	101
18	O=C(CCC1CC(=O)Nc2ccccc21)NCc1ccc(F)cc1 (configuration not stated)	25	-7	0.1	-18	97	-14	-4	9	-11	99	95
19	COc1cc(/C=N/NC(=O)c2ccc(-n3cccc3)cc2)ccc1O	11	-5	-0.6	-1	16*	0	-2	-7	-7	14*	16*
20	CCC/C(O)=C1\C(=O)CC(C)(C)CC1=NCCO	45	13	-0.1	-9	96	-8	4	0	-8	100	100
21	CN(C)c1ccc(N/C=C/C(=O)c2ccccc2)cc1	23	-2	0.0	6	99	3	4	0	0	94	96
22	O=[N+]([O-])c1ccn(-c2nc(-c3ccccc3)cc(C(F)(F)F)n2)n1	13	0	1.3	-2	99	-1	0	53	1	99	100
23	O=C(O)CCCNS(=O)(=O)c1cccs1	5	-1	0.2	-14	103	-5	4	2	-4	102	104
24	COc1ccccc1-c1nnn(CC#N)n1	55	-3	0.4	0	98	1	5	1	3	94	99
25	COC(=O)COc1cccc2c(=O)n(CC(=O)Nc3ccc4c(c3)OCCO4)ccc12	18	0	-0.3	-4	103	0	2	1	-1	104	101
26	O=C(O)CCC(=O)Nc1ccc(S(=O)(=O)Nc2nccs2)cc1	21	-1	0.0	0	103	-1	-1	0	-1	103	102
27	O=C(OCC(=O)c1cccs1)c1ccc([N+](=O)[O-])o1	14	1	1.5	-1	99	1	0	12	-3	102	100
28	COc1ccc(C(=O)COc2ccccc2C(=O)Nc2ccccc2)cc1	9	-2	0.5	-6	100	-5	-2	15	-3	100	98
29	Clc1cccc2sc(N3CCCCC3)nc12	32	-2	0.0	-12	101	-8	0	0	-10	103	102
30	CCn1cc(/C=N/NC(=O)COc2cccc3cccnc23)c2ccccc21	13	-12	1.0	2	101	-13	-8	8	-23	97	98
31	Cc1cccc(NS(=O)(=O)c2cc(OCC(N)=O)c(C)cc2Cl)c1	20	-7	0.8	3	85	-14	-4	2	-6	102	86
32	COc1cccc(C2=NOC(C(=O)NC(C)(C)C)C2)c1 (configuration not stated)	6	1	0.1	-1	101	-1	0	-1	1	99	98
33	CCc1c(C)sc(NC(=S)N2CC(C)OC(C)C2)c1C(=O)OC (configuration not stated)	12	-2	4.7	-3	89	-7	-2	16	-5	88	87
34	COc1ccccc1NC(=O)CN1C(=O)CSC(C)C1=O (configuration not stated)	16	-4	0.9	-16	99	-7	-2	-1	-8	99	98
35	COCCCNC(=S)Nc1ccc(C)cc1[N+](=O)[O-]	25	-5	0.0	-6	98	-5	-2	1	-9	101	97
36	Cc1ccccc1OCC(=O)NC(=S)Nc1ccc(N2CCOCC2)c(Cl)c1	23	-8	0.4	-21	94	-13	-2	21	-9	93	92
37	COc1ccc(-c2nnc(SCC(=O)c3cccs3)n2-c2ccc(Cl)cc2)cc1	13	-7	1.8	0	101	-1	-2	-8	-6	104	102
38	CCOC(=O)CSc1nc2sc(C(=O)O)c(C)c2c(=O)[nH]1	19	2	0.4	0	98	0	-2	1	2	104	101
39	CNc1nc(Cl)nc(Nc2ccccc2)n1	12	0	0.7	-6	?	-1	1	8	0	103	101
40	Cc1ccc(NC(=O)N2CCC(NC(=O)C(C)(C)C)CC2)cc1	62	3	0.9	7	99	3	6	3	6	94	97
41	CCCNC(=O)CN(Cc1ccco1)S(=O)(=O)c1ccc(OCC)cc1	14	-6	0.1	0	101	-3	-1	0	-2	103	100
42	Nc1nc2n(n1)C(c1c(F)cccc1Cl)CC(c1ccc(F)cc1)N2 (configuration not stated)	14	-9	0.1	-4	103	-8	-8	0	-10	104	100
43	Cc1ccc(S(=O)(=O)N(C)c2ccc(C(=O)N3CCC(C(N)=O)CC3)cc2)cc1	29	-6	1.5	-13	94	-5	-1	6	-7	99	97
44	Cc1cc(C)c2c3c(sc2n1)C1(CCSCC1)C(C#N)=C(N)O3	24	-10	0.2	-5	99	-7	-6	2	-11	102	98
45	Cn1cccc1CC(=O)N/N=C/c1cccc([N+](=O)[O-])c1	10	1	-0.2	-3	94	2	2	1	0	101	94
46	CC(=O)c1c(C(C)=O)c(C)n(-c2ccc(N)cc2)c1C	21	5	0.7	0	95	3	-4	3	5	93	96
47	COC(=O)c1ccccc1Nc1cc(C)nc2nc(C)nn12	12	-4	-0.5	-2	98	-2	-7	7	-5	99	97
48	CNC(=O)CSc1nnc(CCc2ccccc2)n1-c1ccccc1	37	-9	-0.1	-17	86	-9	-2	4	-10	89	92
49	COc1ccc(NC(=O)c2ccc3c(=O)n(-c4ccc(OC)cc4OC)c(=S)[nH]c3c2)cc1	8	-1	-0.9	-5	99	-5	0	-1	-4	101	99
50	COc1ccc(OC)c(CCNC(=O)Cn2cccc2C(=O)c2ccccc2C)c1	8	0	0.8	-4	103	-3	0	12	-1	100	104

# Reformatted with values under each structure: part of the list above
# Results follow in this order: GSH fluor | Bim-Bcl-XL | ABCB1 inh | Bfl-1 Bim block | RGS7-Gao | Bcl-2 Bim block | Bcl-W Bim block | ABCG2 block | Bim-Bcl-B | RGS8-Gao | RGS4-Gao reg
35: COCCCNC(=S)Nc1ccc(C)cc1[N+](=O)[O-]
    25 | -5 | 0.0 | -6 | 98 | -5 | -2 | 1 | -9 | 101 | 97
36: Cc1ccccc1OCC(=O)NC(=S)Nc1ccc(N2CCOCC2)c(Cl)c1
    23 | -8 | 0.4 | -21 | 94 | -13 | -2 | 21 | -9 | 93 | 92
37: COc1ccc(-c2nnc(SCC(=O)c3cccs3)n2-c2ccc(Cl)cc2)cc1
    13 | -7 | 1.8 | 0 | 101 | -1 | -2 | -8 | -6 | 104 | 102
38: CCOC(=O)CSc1nc2sc(C(=O)O)c(C)c2c(=O)[nH]1
    19 | 2 | 0.4 | 0 | 98 | 0 | -2 | 1 | 2 | 104 | 101
39: CNc1nc(Cl)nc(Nc2ccccc2)n1
    12 | 0 | 0.7 | -6 | ? | -1 | 1 | 8 | 0 | 103 | 101
40: Cc1ccc(NC(=O)N2CCC(NC(=O)C(C)(C)C)CC2)cc1
    62 | 3 | 0.9 | 7 | 99 | 3 | 6 | 3 | 6 | 94 | 97
41: CCCNC(=O)CN(Cc1ccco1)S(=O)(=O)c1ccc(OCC)cc1
    14 | -6 | 0.1 | 0 | 101 | -3 | -1 | 0 | -2 | 103 | 100
42: Nc1nc2n(n1)C(c1c(F)cccc1Cl)CC(c1ccc(F)cc1)N2 (configuration not stated)
    14 | -9 | 0.1 | -4 | 103 | -8 | -8 | 0 | -10 | 104 | 100
43: Cc1ccc(S(=O)(=O)N(C)c2ccc(C(=O)N3CCC(C(N)=O)CC3)cc2)cc1
    29 | -6 | 1.5 | -13 | 94 | -5 | -1 | 6 | -7 | 99 | 97
44: Cc1cc(C)c2c3c(sc2n1)C1(CCSCC1)C(C#N)=C(N)O3
    24 | -10 | 0.2 | -5 | 99 | -7 | -6 | 2 | -11 | 102 | 98
45: Cn1cccc1CC(=O)N/N=C/c1cccc([N+](=O)[O-])c1
    10 | 1 | -0.2 | -3 | 94 | 2 | 2 | 1 | 0 | 101 | 94
46: CC(=O)c1c(C(C)=O)c(C)n(-c2ccc(N)cc2)c1C
    21 | 5 | 0.7 | 0 | 95 | 3 | -4 | 3 | 5 | 93 | 96
47: COC(=O)c1ccccc1Nc1cc(C)nc2nc(C)nn12
    12 | -4 | -0.5 | -2 | 98 | -2 | -7 | 7 | -5 | 99 | 97
48: CNC(=O)CSc1nnc(CCc2ccccc2)n1-c1ccccc1
    37 | -9 | -0.1 | -17 | 86 | -9 | -2 | 4 | -10 | 89 | 92

# (further entries)
no.	SMILES	GSH fluor	Bim-Bcl-XL	ABCB1 inh	Bfl-1 Bim block	RGS7-Gao	Bcl-2 Bim block	Bcl-W Bim block	ABCG2 block	Bim-Bcl-B	RGS8-Gao	RGS4-Gao reg
51	CCOC(=O)C1CCCN(C(=O)c2sc3nc(C)nc(N(CC)CC)c3c2C)C1 (configuration not stated)	15	-6	0.9	-4	98	-3	-5	4	-5	100	99
52	Cc1cc(C(=O)NC2=NCCS2)cs1	27	-8	0.9	-25	102	-8	-6	49	-6	100	102
53	COc1ccc(C(CC(=O)O)NC(=O)c2ccccc2[N+](=O)[O-])cc1 (configuration not stated)	18	0	0.8	-4	105	1	-2	1	-3	104	106
54	CCC(=O)NCc1ccc2[nH]c(C)cc2c1	10	0	0.1	-4	100	-2	2	1	-1	105	100
55	Cc1cc(=O)[nH]c(/N=C(\N)Nc2cccc3ccccc23)n1	5	2	0.8	-2	73	-3	2	5	0	90	69
